Yfh1-depleted yeast: mitochondrial function rescue without frataxin homolog – Friedreich's ataxia, plus single-dose screen, dose response (AID 1465); S. cerevisiae Yfh1-off respiration, WST-1 reduction, 72 h; higher fold induction means a stronger effect; one-dose fold induction at 50 µM; EC50 in µM for titrated hits; hit rate 0.074% among 220,000;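 active means fold induction of absorbance versus untreated yeast above a set limit, then at least 30% activation at any dose in follow-up; inconclusive means repeats straddling the limit, or above it without dose testing; inactive means fold induction below the set limit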;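 further: activators that raise dye reduction in frataxin-depleted yeast; strong numbers were not always called active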
GPR55 beta-arrestin: GPR55 agonists via beta-arrestin recruitment, primary screen, imaging, U2OS cells, beta-arrestin-GFP redistribution (AID 1961) | one-dose activation, % at 10 µM; EC50 in µM for titrated hits | U2OS GPR55 beta-arrestin-GFP redistribution imaging; higher % means a stronger effect | hit rate 0.048% among 290,000;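 active means activation above 40% with more than 50 cells counted in the well; inconclusive means wells holding fewer than 50 cells, flagged as toxic or sparse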;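 further: U2OS osteosarcoma cells stably expressing GPR55 and beta-arrestin-GFP; plate controls were DMSO negative control for no effect and LPI positive control for full effect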
KOR beta-arrestin-1: KOR antagonists, beta-arrestin recruitment, cell-based, luminescence, uHTS (AID 1778) | hit rate 0.091% among 290,000 | inhibition, % at 10 µM; hits with a dose series show IC50 in µM | KOR beta-arrestin recruitment, luminescence, antagonist mode; higher % means a stronger effect; further: strong numbers were not always called active
CSM14.1 death rescue: rescue of cells from ER stress-induced death, primary screen, 384-well, CSM14.1, thapsigargin, ATP luminescence (AID 1222); CSM14.1 thapsigargin-induced death rescue, ATP luminescence; higher % means a stronger effect; one-dose cellular ATP content (survival), % at 20 µM; EC50 in µM for titrated hits; 190,000 tested, under 10 active;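 active means EC50 below 50 µM in the dose-response confirmation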;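 further: death triggered by thapsigargin at about 15 µM added after 2 h compound pretreatment; cell ATP read after overnight thapsigargin exposure of roughly 18 to 22 hours; normalized against plate controls of thapsigargin alone and 5% DMSO vehicle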
HEK293 NOD2/NF-kB: inhibition of NOD2-driven NF-kB reporter – cell-based, luminescence, uHTS, HEK293 (AID 1566); HEK293 NOD2/NF-kB luciferase reporter, luminescence; higher % means a stronger effect; inhibition, % at 4 µM, or EC50 in µM where a hit was titrated; hit rate 0.63% among 290,000; further: many of its hits are not listed in these tables
NOD1 inhibition: inhibition of NOD1-driven NF-kB reporter – cell-based, luminescence, uHTS, primary screen (AID 1578); NOD1-driven NF-kB luciferase reporter cells, luminescence; higher % means a stronger effect; inhibition, % at 4 µM, or EC50 in µM where a hit was titrated; hit rate 1% among 290,000; in the data active means inhibition mostly above about 36%, no sharp cut-off; inactive means mostly below about 34%;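 further: HEK-293T reporter cells stimulated with the NOD1 agonist gamma-tri-DAP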
NTR1 ag: NTR1-driven beta-arrestin-GFP spot formation – imaging, U2OS cells, high content, primary screen (AID 493036) | P30989 | agonist mode | activation, % at 20 µM | hit rate 0.17% among 330,000;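 active means activation at or above 40% of the spot to cytoplasm intensity ratio, with at least 20 cells analyzed; inconclusive means wells under 20 cells, flagged as cytotoxic or low count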;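 further: 0% = DMSO without peptide and 100% = 100 nM NTR1 peptide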
Target sequence (P30989 whole entry, looked up): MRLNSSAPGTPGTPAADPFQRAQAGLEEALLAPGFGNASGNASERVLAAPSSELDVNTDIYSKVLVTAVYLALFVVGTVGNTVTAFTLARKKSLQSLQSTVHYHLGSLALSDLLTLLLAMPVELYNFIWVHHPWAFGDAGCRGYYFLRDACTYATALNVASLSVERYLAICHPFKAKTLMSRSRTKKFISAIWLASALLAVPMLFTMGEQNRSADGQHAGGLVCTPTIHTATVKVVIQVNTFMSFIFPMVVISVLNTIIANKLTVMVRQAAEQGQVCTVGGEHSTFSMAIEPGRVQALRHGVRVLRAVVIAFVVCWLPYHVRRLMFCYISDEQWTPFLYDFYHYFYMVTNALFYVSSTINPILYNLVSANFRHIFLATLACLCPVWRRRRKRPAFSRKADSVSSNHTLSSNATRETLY
KOR beta-arrestin-2: kappa opioid receptor activators – cell-based, luminescence, uHTS, primary screen (AID 1777) | hit rate 0.02% among 280,000 | KOR beta-arrestin recruitment, luminescence; higher % means a stronger effect | one-dose activation, % at 10 µM; EC50 in µM for titrated hits; in the data active means activation above about 50%, passing the limit was not always enough; further: a part of the inactive calls stands beside numbers as strong as those of hits
TNAP activators: human TNAP enzyme activators, primary screen, biochemical, luminescent, no phosphate acceptor, uHTS (AID 1001); activation fold at 20 µM; hits with a dose series show EC50 in µM; hit rate 0.03% among 200,000; purified TNAP, luminescent activation assay, no phosphate acceptor; higher activation fold means a stronger effect; in the data active means activation fold from about 3, or a potency from the dose series; inactive means the rest, 99 in 100 with activation fold below about 1.6; further: many of its hits are not listed in these tables
NTR1 ag cell count 20 µM: further read-out of NTR1 ag, marked with its call; cell count; measured here: cell count, cytotoxicity flag
* marks the source's active call; other numbers are inactive results; i = inactive; ? = inconclusive; · = no result given; [ ] = remark or other dose. Unless noted, no stated cut-off is given here; in the data, active means inhibition above about 50%; inactive means the rest.

SMILES | Yfh1-depleted yeast | GPR55 beta-arrestin | KOR beta-arrestin-1 | CSM14.1 death rescue | HEK293 NOD2/NF-kB | NOD1 inhibition | NTR1 ag | NTR1 ag cell count 20 µM | KOR beta-arrestin-2 | TNAP activators
CCCC(C(=O)NCc1ccco1)N(CC1CCCO1)C(=O)CNS(=O)(=O)c1ccc(F)cc1 (stereo not drawn) | · | 0.1% | -12% | · | 6% | 11% | -0.6 | 56 | 2.8% | ·
COc1cc(/C=C/c2noc(-c3ccccc3O)n2)ccc1OC(C)=O | i | -0.1% | -18% | · | -80% | -9% | 3.1 | 50 | 1.1% | ·
CCOc1ccc(-n2c(C)nnc2SCC(=O)N(CC)CC)cc1 | i | -0.1% | 7% | -0.4% | 11% | -3% | 0.5 | 51 | 0.9% | 1.1
O=S(=O)(Cc1cc(Cl)nc(-c2cccnc2)n1)c1ccccc1 | · | -0.1% | 47% | · | -5% | 32% | 6.2 | 66 | 0.1% | ·
N#Cc1cc(C(=O)c2ccccc2O)cn(-c2ccc(Cl)cc2)c1=O | i | -0.3% | -41% | -1.7% | 16% | 9% | 0.4 | 53 | 4.5% | 1
COc1cc(/C=N/NC(=O)c2cc(-c3ccccc3OC(C)C)nc3ccccc23)ccc1O | i | -0.3% | -24% | 0.7% | -9% | 32% | 2.4 | 54 | 4.1% | 1
COc1ccccc1CCC(=O)Oc1ccc(C#N)cc1OC | · | 0.0% | -28% | · | 7% | -21% | 0.9 | 55 | 2.2% | ·
Cc1nc(Cl)cc(N/N=C/c2ccccc2)n1 | · | -0.2% | 8% | · | -1% | -25% | -0.1 | 51 | -3.3% | ·
O=C(CCN1C(=O)c2ccccc2S1(=O)=O)Nc1ccc(C(=O)O)cc1 | · | -0.1% | 13%[20 µM] | · | 2% | -17% | -0.7 | 52 | -3.0% | ·
Cc1cccc(NCc2ccccc2)c1 | i | -0.2% | -12% | · | 12% | 4% | 0.7 | 56 | 2.2% | ·
COc1ccc(OCc2nnc(SCC(=O)NC3CC3)n2C)cc1 | · | -0.2% | 0% | · | 15% | 5% | -0.1 | 50 | 0.6% | ·
NS(=O)(=O)c1cccc(NC(=O)CCCC2CCCCC2)c1 | · | -0.2% | -11% | · | -46% | -29% | 0.3 | 50 | -7.6% | ·
CCNC(=S)N(CCc1c(C)[nH]c2ccc(C)cc12)Cc1ccco1 | · | -0.3% | -8% | 4.5% | 15% | -16% | 1.2 | 90 | -1.6% | 1
NS(=O)(=O)c1ccc(CCNC(=O)c2ccc(Cl)cc2[N+](=O)[O-])cc1 | i | -0.1% | -39%[20 µM] | -2.0% | 19% | -19% | -0.8 | 33 | -0.6% | 1
O=C(CSc1nc(Nc2ccccc2)nc(N2CCOCC2)n1)Nc1ccc2c(c1)OCCO2 | i | -0.1% | 31% | -1.0% | -1% | 3% | -0.6 | 41 | 4.0% | 1.1
CCCC(=O)Oc1ccc2c(C)cc(=O)oc2c1 | i | 0.9% | -22% | 8.5% | 17% | -37% | -1.3 | 36 | 13% | 1.2
O=S(=O)(c1cccc(-c2nn3c(-c4ccncc4)nnc3s2)c1)N1CCOCC1 | i | -0.2% | -3% | 5.7% | 13% | 4% | · | · | -0.5% | 1
Cn1cnc(S(=O)(=O)N2CCN(c3ccc(Cl)cc3)CC2)c1 | · | 1.4% | -48% | · | 15% | 26% | 1.0 | 70 | 7.2% | ·
CC(=O)c1ccc(NC(=O)C(C)n2nc(-c3ccccc3)c3cc(Cl)ccc32)cc1 (stereo not drawn) | · | -0.3% | 8% | -1.1% | -13% | -10% | 5.6 | 54 | 1.2% | 1
O=C(NC(=S)N1CCCc2ccccc21)c1ccc(Br)cc1 | i | -0.3% | -15% | -0.1% | 14% | -5% | -2.3 | 54 | -1.5% | 1
O=C(NC(C(=O)O)c1ccccc1)c1ccccc1 (stereo not drawn) | i | 0.0% | -10% | 1.4% | 8% | -4% | · | · | 2.9% | 1
O=C(CSCC(=O)NC1CCCC1)Nc1ccccc1 | i | 0.3% | 5% | -2.1% | 10% | 21% | 1.4 | 56 | -1.6% | 1.2
COc1ccc(-c2nc(C(=O)NCCCN3CCOCC3)cc3c2[nH]c2ccccc23)cc1OC | · | 1.0% | -50%[20 µM] | · | 8% | -6% | -0.5 | 81 | -0.2% | ·
C=CCn1c(SCC(=O)Nc2ccccc2OC)nnc1-c1ccccn1 | i | -0.4% | -5% | -0.5% | -1% | -31% | 0.4 | 59 | -4.7% | 1.1
CCN(CC)CCOC(=O)C1(c2ccccc2)CCOCC1 | i | -0.2% | -13% | -2.6% | 9% | 0% | -0.9 | 49 | -4.6% | 1.1

Shown as tab-separated lines: entries from further up.
SMILES	Yfh1-depleted yeast	GPR55 beta-arrestin	KOR beta-arrestin-1	CSM14.1 death rescue	HEK293 NOD2/NF-kB	NOD1 inhibition	NTR1 ag	NTR1 ag cell count 20 µM	KOR beta-arrestin-2	TNAP activators
CCNC(=S)N(CCc1c(C)[nH]c2ccc(C)cc12)Cc1ccco1	·	-0.3%	-8%	4.5%	15%	-16%	1.2	90	-1.6%	1
NS(=O)(=O)c1ccc(CCNC(=O)c2ccc(Cl)cc2[N+](=O)[O-])cc1	i	-0.1%	-39%[20 µM]	-2.0%	19%	-19%	-0.8	33	-0.6%	1
O=C(CSc1nc(Nc2ccccc2)nc(N2CCOCC2)n1)Nc1ccc2c(c1)OCCO2	i	-0.1%	31%	-1.0%	-1%	3%	-0.6	41	4.0%	1.1
CCCC(=O)Oc1ccc2c(C)cc(=O)oc2c1	i	0.9%	-22%	8.5%	17%	-37%	-1.3	36	13%	1.2
O=S(=O)(c1cccc(-c2nn3c(-c4ccncc4)nnc3s2)c1)N1CCOCC1	i	-0.2%	-3%	5.7%	13%	4%	·	·	-0.5%	1
Cn1cnc(S(=O)(=O)N2CCN(c3ccc(Cl)cc3)CC2)c1	·	1.4%	-48%	·	15%	26%	1.0	70	7.2%	·
CC(=O)c1ccc(NC(=O)C(C)n2nc(-c3ccccc3)c3cc(Cl)ccc32)cc1 (stereo not drawn)	·	-0.3%	8%	-1.1%	-13%	-10%	5.6	54	1.2%	1
O=C(NC(=S)N1CCCc2ccccc21)c1ccc(Br)cc1	i	-0.3%	-15%	-0.1%	14%	-5%	-2.3	54	-1.5%	1

(next part)
SMILES | Yfh1-depleted yeast | GPR55 beta-arrestin | KOR beta-arrestin-1 | CSM14.1 death rescue | HEK293 NOD2/NF-kB | NOD1 inhibition | NTR1 ag | NTR1 ag cell count 20 µM | KOR beta-arrestin-2 | TNAP activators
Cn1ncc(Br)c1C(=O)NC12CC3CC(CC(C3)C1)C2 | i | -0.3% | 13% | -1.5% | 20% | 2% | 0.3 | 24 | 3.8% | 1
NS(=O)(=O)c1ccc(CCNC(=O)c2ccc(=O)[nH]c2)cc1 | · | -0.4% | -5% | · | -5% | 2% | 2.9 | 53 | 9.7% | ·
O=C(Nc1ccon1)c1ccccc1Cl | i | 0.2% | 19% | -1.7% | -9% | -17% | 1.5 | 84 | 2.6% | 1.1
CCn1c(C)c(C(C)=O)c(N2CCN(c3cccc(Cl)c3)CC2)nc1=S | ? | -0.1% | -13% | 3.2% | 16% | 23% | -0.4 | 59 | 11% | 1
CCCS(=O)(=O)N1CCCC(c2nc(-c3ccc(OC)cc3)no2)C1 (stereo not drawn) | i | 0.2% | 18% | -1.2% | 34% | -17% | 0.7 | 52 | 1.5% | 0.9
Fc1cccc(CN2CCC(Cc3ccccc3)CC2)c1 | · | -0.3% | -25%[20 µM] | · | -28% | 15% | 1.5 | 64 | -1.2% | ·
c1csc(CSc2nnc3sc4ccccc4n23)c1 | i | -0.2% | -26% | -2.8% | 18% | -8% | 1.1 | 48 | -1.9% | 1.1
NC(=O)c1cccc2c1C(=O)N(C1CCCCC1)C2 | i | 0.3% | 17% | · | 9% | -39% | -0.5 | 80 | 1.2% | 1
Cc1cccc(OCCC(=O)Nc2ccc(C)c(S(=O)(=O)N3CCCCC3)c2)c1 | i | -0.3% | -28% | 1.7% | 25% | -10% | · | · | 16% | 1.8
CC(=O)C1=C(O)C(=O)N(c2ccc(O)cc2)C1c1ccc([N+](=O)[O-])cc1 (stereo not drawn) | i | -0.1% | -6%[20 µM] | 0.7% | 11% | -25% | -0.6 | 35 | · | 1.1
Cc1cccc(-n2c(O)c(C=NCCCN3CCOCC3)c3ccccc3c2=O)c1 | i | -0.2% | -58% | -0.2% | 3% | 18% | -0.7 | 66 | -2.2% | 1
CN(C)c1ccc(S(=O)(=O)N2CCCCC2)cc1NC(=O)C1=COCCO1 | · | 0.0% | 7% | · | -15% | -41% | -0.1 | 67 | -0.9% | ·
c1ccc(-n2c(-c3ccco3)nnc2N2CCOCC2)cc1 | i | 0.1% | 19% | -1.4% | 17% | -18% | 1.2 | 50 | -7.5% | 1.1
Cc1ccc(OCCn2c(=S)[nH]c3ccccc32)c(C(C)C)c1 | · | 0.0% | -5% | · | -4% | -8% | 22 | 120 | 4.4% | ·
CCCS(=O)(=O)c1nc(S(=O)(=O)c2ccc(C)cc2)c(NCc2ccccn2)s1 | i | 0.1% | 13% | -1.1% | 19% | -22% | -0.6 | 59 | -3.7% | 1.5
CN(C1(C)CCS(=O)(=O)C1)S(=O)(=O)c1ccc(F)cc1 (stereo not drawn) | · | -0.1% | -3% | · | 0% | -39% | -1.1 | 68 | 1.7% | ·
CC1(C)C(CC2OCC(CN3CCCCC3)O2)[C@H]2CC[C@@H]1C2 (stereo partly drawn) | i | -0.1% | -1% | · | -6% | -10% | -0.7 | 56 | 2.4% | ·
Cc1ccc(S(=O)(=O)N(CC(=O)N2CCOCC2)C2CCCCC2)cc1 | i | 0.1% | 20% | · | 9% | · | -2.0 | 68 | -1.4% | 1.1
COc1ccccc1OCc1ccc(C(=O)c2ccccc2)cc1 | · | 0.4% | -13%[20 µM] | · | -5% | -8% | 0.3 | 57 | -3.8% | ·
Fc1ccc(NC(=S)N2CCc3ccccc3C2)c(F)c1 | i | 0.1% | -9% | 0.8% | -10% | 4% | 1.5 | 56 | -2.7% | 1.1
CN(CC(=O)N1CCN(c2cccc(Cl)c2)CC1)S(=O)(=O)c1cccs1 | i | -0.1% | 7% | -1.9% | -12% | -19% | 3.3 | 50 | -2.3% | 1.1
Cc1ccc(-c2nnn(CC(=O)N(c3ccccc3F)C(C(=O)NC3CCCC3)c3ccncc3)n2)o1 (stereo not drawn) | · | 0.3% | -7% | · | -11% | -26% | 1.3 | 48 | 0.0% | ·
COCc1[nH]nc2c1C1(CCC3(CC1)OCCO3)C(C#N)=C(N)O2 | i | 0.2% | -17% | 0.7% | 12% | -10% | -0.8 | 107 | 72% | 0.9

Assay outcomes: PubChem BioAssay, several laboratories

These rows are one share of the data, so the mix of outcomes need not match the whole.
